Assay outcomes as filed in PubChem BioAssay.
KOR beta-arrestin-1 = KOR antagonists, beta-arrestin recruitment, cell-based, luminescence, uHTS (AID 1778); KOR beta-arrestin recruitment, luminescence, antagonist mode; higher % means a stronger effect; inhibition, % at 10 µM; hits with a dose series show IC50 in µM; 290,000 tested, 0.091% active; further: strong numbers were not always called active
KOR beta-arrestin-2 = KOR agonists, beta-arrestin recruitment, primary screen, cell-based, luminescence, uHTS (AID 1777). Kappa-type opioid receptor (Homo sapiens). KOR beta-arrestin recruitment, luminescence; higher % means a stronger effect. activation, % at 10 µM, or EC50 in µM where a hit was titrated. 280,000 tested, 0.02% active; in the data active means activation above about 50%, passing the limit was not always enough; further: a part of the inactive calls stands beside numbers as strong as those of hits
HIV fusion peptide = inhibitors of HIV fusion peptide binding, primary screen, biochemical, uHTS, fluorescence dequenching (AID 1986); 290,000 tested, 0.3% active; inhibition, % at 20 µM, or IC50 in µM where a hit was titrated; cell-free peptide binding, fluorescence dequenching, 30 min; higher % means a stronger effect; in the data active means inhibition mostly above about 52%, no sharp cut-off; inactive means mostly below about 76%; further: some results filed as inactive read as strong as hits
GPR55 activation = GPR55 agonists via beta-arrestin recruitment, primary screen, imaging, U2OS cells, beta-arrestin-GFP redistribution (AID 1961). U2OS GPR55 beta-arrestin-GFP redistribution imaging; higher % means a stronger effect. 290,000 tested, 0.048% active. G-protein coupled receptor 55 (Homo sapiens). activation, % at 10 µM; hits with a dose series show EC50 in µM;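 active means activation above 40% with more than 50 cells counted in the well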;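 further: U2OS osteosarcoma cells stably expressing GPR55 and beta-arrestin-GFP; plate controls were DMSO negative control for no effect and LPI positive control for full effect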
GPR55 LPI antagonism = GPR55 antagonists blocking LPI-driven arrestin recruitment, primary screen, imaging, U2OS, beta-arrestin-GFP, LPI agonist (AID 2013). G-protein coupled receptor 55 (Homo sapiens). U2OS GPR55 beta-arrestin-GFP translocation imaging, LPI antagonism; higher % means a stronger effect. inhibition, % at 10 µM, or IC50 in µM where a hit was titrated. 290,000 tested, 0.13% active;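 active means spots per cell inhibited over 60%, with over 100 cells counted and total cytoplasm intensity under 500,000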;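 further: U2OS cells stably carrying GPR55 and arrestin-GFP stimulated by 5 µM LPI near EC80; imaged beta-arrestin-GFP aggregate spots per cell after agonist stimulation; plate controls were LPI-stimulated DMSO wells for no effect and DMSO wells without LPI for full effect; some results filed as inactive read as strong as hits; confirmed hits need IC50 under 10 µM and bright autofluorescent wells are also inconclusive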
NOD1 inhibition = NOD1 signaling inhibitors, primary screen, cell-based, luminescence, uHTS (AID 1578); 290,000 tested, 1% active; NOD1-driven NF-kB luciferase reporter cells, luminescence; higher % means a stronger effect; inhibition, % at 4 µM, or EC50 in µM where a hit was titrated; in the data active means inhibition mostly above about 36%, no sharp cut-off; inactive means mostly below about 34%;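 further: HEK-293T reporter cells stimulated with the NOD1 agonist gamma-tri-DAP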
NOD2 inhibition = NOD2 signaling inhibitors, cell-based, luminescence, uHTS, HEK293 (AID 1566) | inhibition, % at 4 µM; hits with a dose series show EC50 in µM | 290,000 tested, 0.63% active | HEK293 NOD2/NF-kB luciferase reporter, luminescence; higher % means a stronger effect; further: many of its hits are not listed in these tables
GPR35 antagonists = GPR35 antagonists blocking zaprinast-driven arrestin recruitment, primary screen, imaging, U2OS, beta-arrestin-GFP, zaprinast agonist (AID 2058); inhibition, % at 10 µM; hits with a dose series show IC50 in µM; G-protein coupled receptor 35 (Homo sapiens); U2OS GPR35 beta-arrestin-GFP translocation imaging, zaprinast antagonism; higher % means a stronger effect; 290,000 tested, 0.052% active;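 active means inhibition of at least 50% with at least 30 cells and total cytoplasm GFP at most 10,000,000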
Myeloid diff 2 = induction of myeloid progenitor differentiation, primary screen, cell-based, flow cytometry, MLPCN library. ER-HoxA9 myeloid progenitors, lysozyme-GFP differentiation. calls only at 10 µM. 360,000 tested, 1% active;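 active means normalized GFP-positive differentiation at or above the plate's own cutoff, the solvent-only control mean plus 3 SD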;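 further: cells exposed to compound for four days before flow analysis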
Myeloid diff 2 GFP+ MAC1+ % = also measured in Myeloid diff 2; calls as there; GFP+ MAC1+ double positive, %; measured here: differentiation confirmed by MAC1 staining
Numbers without * were called inactive; i = inactive; nt = no result given; + = active, no number; & = joins results of further samples; [ ] = remark or other dose. Unless noted, no stated cut-off is given here; in the data, active means inhibition above about 50%; inactive means the rest. Some of the compounds tested, so the mix of outcomes need not match the whole.

SMILES	KOR beta-arrestin-1	KOR beta-arrestin-2	HIV fusion peptide	GPR55 activation	GPR55 LPI antagonism	NOD1 inhibition	NOD2 inhibition	GPR35 antagonists	Myeloid diff 2	Myeloid diff 2 GFP+ MAC1+ %
COc1ccc(-c2cn3c(C)c(C(=O)N4CCc5ccccc5C4)sc3n2)cc1	-76%[20 µM]	-7.7%	-0.9%	0.7%	-7%	-13%	30%	-6%	i	3.0
O=c1c2cc(Cl)ccc2oc2nc3n(c(=O)c12)CCCS3	-42%	-1.8%	1.5%	0.4%	4%	-14%	-11%	4%	i	1.4
CCN(C(=O)CSc1nc2ccc([N+](=O)[O-])cc2s1)C1CCS(=O)(=O)C1 (stereo unspecified)	8%	-5.1%	0.5%	-0.2%	8%	-20%	7%	3%	i	0.3
Cn1c(N2CCN(C(c3ccccc3)c3ccccc3)CC2)nc2c1c(=O)[nH]c(=O)n2C	-40%	-4.6%	-1.4%	0.3%	10%	-4%	30%	-5%	i	0.6
O=S(=O)(c1cccs1)N1CCN(c2ccc(O)cc2)CC1	-6%	12%	-2.1%	0.0%	-7%	3%	15%	20%	+	0.5*
O=c1[nH]nc(-c2ccc(F)cc2)cc1-c1ccccc1	21%	4.4%	-0.4%	2.4%	-5%	-17%	7%	9%	i	0.6
N/C(=N\OC(=O)c1cccc([N+](=O)[O-])c1)c1ccccn1	13%	-4.6%	-0.5%	-0.2%	0%	-22%	-36%	19%	i	0.0
COc1ccc(-n2c3c(cc(C#N)c2=O)C(=O)CCC3)cc1	-24%	5.1%	-2.0%	-0.1%	-5%	-6%	6%	-6%	i	0.2
CCc1c(C)nc2ncnn2c1Nc1ccc(C)cc1	-7%	-6.8%	-0.7%	0.8%	0%	-30%	6%	-1%	i	0.3
CCC1CCCCN1CCNC(=O)C1CCN(S(=O)(=O)c2cccc3nsnc23)CC1 (stereo unspecified)	27%	-1.4%	-1.0%	-0.1%	5%	-34%	1%	10%	i	2.6
O=C1CCN(CCc2ccccc2)CCN1CCSc1ccc(Br)cc1	16%	1.1%	-1.9%	-0.2%	-8%	8%	8%	2%	i	2.4
Cc1ccc(C(=O)N/C(=C\c2ccc(F)cc2)C(=O)NCc2ccncc2)cc1	2%	-6.5%	-1.2%	1.1%	9%	-15%	10%	4%	i	1.9
CC1=C(C(=O)OC(C)C)C(c2cccnc2)C2=C(CC(C)(C)CC2=O)N1 (stereo unspecified)	3%	-4.2%	-0.2%	-0.4%	-4%	-4%	1%	-3%	i	8.4
S=C(NCCc1ccccc1)N1CCN(Cc2ccc(Cl)c(Cl)c2)CC1	17%	1.7%	1.1%	-0.2%	3%	-17%	-3%	-3%	i	0.3
O=C(Cc1cccc2ccccc12)N/N=C/c1ccc(OC(=O)/C=C/c2ccco2)cc1	-34%	-5.7%	-1.4%	-0.3%	3%	-25%	3%	-9%	i	1.4
COc1cccc(-c2nc(CS(=O)(=O)CC(=O)NCCc3cc(OC)ccc3OC)c(C)o2)c1	-11%	-0.9%	-0.9%	-0.1%	-2%	26%	13%	-9%	i	2.3
CN/N=C(\Cc1nc2ccccc2[nH]1)c1ccc([N+](=O)[O-])cc1	4%	2.1%	1.0%	-0.7%	-5%	-45%	-22%	2%	i	0.7
CC(=O)n1cc([C@@H]2C=C(C(=O)N3CCN(Cc4ccccc4)CC3)O[C@H](OCc3ccc(CO)cc3)C2)c2ccccc21	-4%	nt	3.2%	0.1%	-6%	2%	22%	-2%	i	1.5
CC1CCN(S(=O)(=O)c2ccc(C(=O)N3CCOCC3)cc2)CC1	-14%	1.4%	-0.6%	0.3%	6%	-24%	2%	7%	i	0.0
Cc1ccsc1C(=O)OCC(=O)Nc1cccc(S(=O)(=O)NC2=NCCCCC2)c1	-23%	-0.7%	-1.8%	0.2%	3%	-22%	6%	-12%	i	0.2
COc1cc(OC)c(N(C)S(=O)(=O)c2cccc(C(=O)NC3=NCCS3)c2)cc1Cl	6%	2.7%	-1.2%	-0.1%	-14%	-2%	9%	-1%	i	0.4
S=C(NC1CCCC1)N1CCN(c2ccc(Cl)cc2)CC1	-31%[20 µM]	-1.1%	-1.0%	-0.1%	14%	-31%	5%	-3%	i	0.8
COc1ccc(/C=C(\NC(=O)c2ccccc2)C(=O)NCCC(=O)O)cc1	-7%[20 µM]	-7.3%	0.4%	-0.1%	1%	-18%	22%	-6%	i	0.3
O=C(N[C@@H](Cc1ccccc1)C(=O)O)c1ccc(C(F)(F)F)cc1	-2%	nt	-0.2%	-0.2%	6%	-18%	8%	-10%	i	1.5
COc1cccc(C2C(C(=O)c3cc4ccccc4o3)=C(O)C(=O)N2c2cc(C)on2)c1OC (stereo unspecified)	8%	0.8%	0.0%	0.3%	14%	nt	4%	2%	i	0.9
CCC(=O)c1cn(CC(=O)NCc2cccnc2)c2ccccc12	22%	1.8%	1.4%	-0.2%	-10%	-7%	-2%	-18%	i	0.7
Cc1oc(-c2ccccc2)nc1CS(=O)CC(=O)NC1CCCCCC1 (stereo unspecified)	2%	3.0%	2.2%	-0.1%	-3%	-31%	6%	3%	i	1.9
CCOc1ccc(/C(O)=C2/C(=O)C(=O)N(CCOCCO)C2c2cccnc2)cc1 (stereo unspecified)	24%	-0.1%	-2.4%	-0.1%	15%	4%	15%	0%	i	0.7
COc1ccc(C(C[N+](=O)[O-])c2c(-c3ccccc3)cc3ccccn23)c(OC)c1 (stereo unspecified)	-3%	-1.5%	8.1%	0.0%	-16%	38%	-7%	1%	nt	nt
COc1ccccc1OCCn1c(C)c(C=O)c2ccccc21	6%	-1.1%	-0.3%	-0.2%	1%	22%	32%	19%	i	0.2
O=C(Nc1ccc(NC(=O)c2cccs2)cc1)c1ccc2c(c1)OCO2	32%	2.2%	-1.3%	-0.1%	11%	2%	-2%	-8%	i	0.2
O=C(NCCN1CCOCC1)c1cccnc1SCc1ccccc1Cl	-26%	1.6%	1.6%	0.1%	4%	-8%	11%	2%	i	0.3
O=S(=O)(c1ccc(Cl)cc1)N1CCN(CCc2ccncc2)CC1	20%	-5.3%	0.6%	-0.2%	1%	-18%	3%	-6%	i	0.5
COc1cc(C(=O)Nc2cccc(-c3nc4cc(C)ccc4o3)c2C)cc(OC)c1OC	11%	20%	2.1%	-0.3%	12%	-24%	1%	4%	i	1.4
COc1ccc(-n2c(SCC(=O)Nc3ccc(C(=O)O)cc3)nnc2-c2ccccc2)cc1OC	-3%	-2.0%	-3.7%	-0.3%	-3%	11%	-8%	6%	i	0.4
CCCCCCCCNC(=S)NCCN1CCCCC1	-6%	-2.8%	1.0%	-0.4%	18%	-29%	4%	-18%	i	1.2
COc1ccc(NC(=O)COc2ccc(C(=O)OCC(=O)N(C(C)C)C(C)C)cc2OC)cc1	14%	-2.8%	-0.3%	-0.3%	10%	-29%	7%	-14%	i	0.2
CC(=O)NCC(=O)NC1CC(C)(C)Cc2c1cnn2-c1ccccc1 (stereo unspecified)	-10%	5.7%	0.4%	-0.1%	5%	-1%	0%	1%	i	0.6
CCC(C)(CC(=O)O)CC(=O)Nc1cc(C(F)(F)F)cc(C(F)(F)F)c1 (stereo unspecified)	-14%	-1.1%	5.3%	-0.2%	-2%	-8%	8%	10%	i	0.9
Cc1ccc(N(C(C)C(=O)Nc2ccc(S(=O)(=O)N3CCOCC3)cc2)S(C)(=O)=O)cc1 (stereo unspecified)	18%	-8.5%	-2.3%	0.2%	0%	-9%	11%	-5%	i	1.4

Next section, starting with the last two of the part before.
SMILES	KOR beta-arrestin-1	KOR beta-arrestin-2	HIV fusion peptide	GPR55 activation	GPR55 LPI antagonism	NOD1 inhibition	NOD2 inhibition	GPR35 antagonists	Myeloid diff 2	Myeloid diff 2 GFP+ MAC1+ %
CCC(C)(CC(=O)O)CC(=O)Nc1cc(C(F)(F)F)cc(C(F)(F)F)c1 (stereo unspecified)	-14%	-1.1%	5.3%	-0.2%	-2%	-8%	8%	10%	i	0.9
Cc1ccc(N(C(C)C(=O)Nc2ccc(S(=O)(=O)N3CCOCC3)cc2)S(C)(=O)=O)cc1 (stereo unspecified)	18%	-8.5%	-2.3%	0.2%	0%	-9%	11%	-5%	i	1.4
CCCC1=C/C(=C/c2ccc(-c3ccccc3OC)o2)C(=O)O1	14%	2.1%	32%	-0.2%	3%	-30%	-4%	9%	i	1.0
O=C(CN1CCOCC1)Nc1ccccc1Cl	7%	-1.6%	2.1%	0.3%	9%	-27%	6%	-10%	i	0.8
CC(C)CNC(=O)/C=C/C(=O)O	31%&2%	0.7%&-6.7%	0.2%&-0.6%	-0.1%&0.1%	12%&4%	-9%&-13%	-2%&15%	-4%&-15%	i	0.0
COc1ccc2[nH]c(=O)c(CN(Cc3cccs3)C(=S)Nc3ccccc3)cc2c1	6%	6.3%	1.7%	-0.3%	20%	19%	0%	-7%	nt	nt
COc1ccc(CNC(=O)[C@H](Cc2c[nH]c3ccccc23)NC(C)=O)cc1OC	-38%	8.4%	-0.4%	0.3%	-14%	-39%	-14%	2%	i	0.3
CCN(CC)CCN(C(=O)c1ccc2ccccc2c1)c1nc2ccc(OC)cc2s1	-37%	-7.7%	-1.2%	-0.2%	17%	-9%	8%	18%	i	2.2
CCN(CC)C(=O)Cn1cc(C(=O)C(=O)N2CCN(c3ccc([N+](=O)[O-])cc3)CC2)c2ccccc21	7%	-1.6%	-1.5%	0.0%	11%	-8%	-3%	-2%	i	0.7
CC1(C)CC2(CC(c3ccccc3F)c3cc(Cl)c(O)cc3O2)NC(=S)N1 (stereo unspecified)	-16%	-1.5%	-1.9%	-0.3%	3%	7%	18%	-10%	i	0.6
CCCCNC(=S)Nc1ccc(Oc2ccccc2)cc1	-30%[20 µM]	-3.6%	-0.5%	0.2%	-7%	-25%	-18%	-19%	i	0.2
CCOCCCNC(=S)N1CCN(C(=O)C(=O)Nc2ccc(C(=O)OC)cc2)CC1	33%	1.7%	-1.7%	0.6%	-12%	-24%	8%	3%	i	0.3
NS(=O)(=O)c1ccc(CCNC(=O)CSc2ccsc2[N+](=O)[O-])cc1	-16%	-1.2%	9.1%	-0.3%	13%	-21%	7%	-5%	i	0.4
Cc1ccc2c(c1)N(C(=O)CCC(=O)NCCCN1CCOCC1)CCO2	6%[20 µM]	-0.7%	1.8%	-0.1%	9%	19%	16%	3%	i	1.6
Clc1cccc(-c2nc(-c3ccccn3)no2)c1	8%	-0.8%	-3.3%	0.7%	25%	-17%	-129%	11%	i	0.7
COc1ccccc1Nc1nc(C)cs1	12%&-3%	0.4%&3.0%	-1.2%&-0.6%	0.3%&-0.1%	7%&3%	-28%&-29%	-11%&-24%	5%&-12%	i	0.2&0.6
Cc1nn(CC#N)c(=O)n1-c1ccc(F)cc1	-17%	1.8%	1.2%	0.0%	11%	-24%	10%	-1%	i	4.3
